CHT block: inhibits the human high affinity choline transporter; CHT-expressing cells, membrane potential dye, choline response; active compounds read low; B-score at 10 µM; 310,000 tested, 0.86% active;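 active = B-score over 3 SD under the library average, and starting fluorescence ratio not unusually high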;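 note: choline stimulus applied at its EC90 after an EC20 pre-addition; B-score computed on integrated fluorescence ratio after choline addition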
Target sequence (Q9GZV3 whole entry, looked up): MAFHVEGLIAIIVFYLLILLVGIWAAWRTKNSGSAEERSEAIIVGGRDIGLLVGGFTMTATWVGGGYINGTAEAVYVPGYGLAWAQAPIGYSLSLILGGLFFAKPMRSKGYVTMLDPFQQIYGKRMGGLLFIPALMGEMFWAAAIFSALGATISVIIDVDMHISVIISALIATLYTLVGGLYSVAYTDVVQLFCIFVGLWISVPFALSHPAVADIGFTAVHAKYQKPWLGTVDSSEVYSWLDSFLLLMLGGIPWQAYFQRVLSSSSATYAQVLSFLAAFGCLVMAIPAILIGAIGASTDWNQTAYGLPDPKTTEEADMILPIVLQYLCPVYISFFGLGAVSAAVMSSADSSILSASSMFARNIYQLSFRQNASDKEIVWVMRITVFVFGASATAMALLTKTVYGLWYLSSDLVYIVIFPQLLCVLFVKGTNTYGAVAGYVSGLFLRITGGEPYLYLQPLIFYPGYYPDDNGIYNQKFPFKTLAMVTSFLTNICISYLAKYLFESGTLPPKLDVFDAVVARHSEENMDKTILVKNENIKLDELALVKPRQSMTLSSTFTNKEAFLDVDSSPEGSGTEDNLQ
CHT PAM: human CHT allosteric activation; B-score at 10 µM; 310,000 tested, 0.49% active; CHT-expressing cells, membrane potential dye, choline EC20; active compounds read high; LV-AA mutant CHT in HEK293 cells; Q9GZV3; AID 488977;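 active = initial fluorescence not abnormally high and integrated response B-score, plate-corrected, over 3 SD above library mean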
* = called active by the depositor; i = inactive.

SMILES	CHT block	CHT PAM
COc1ccc(-n2c(C)c(C)c3c(NCCCN(C)C)ncnc32)cc1	i	i
Cc1ccc(-n2ncc(C#N)c2/N=C/N2CCOCC2)cc1	i	i
COc1cccc(CNC(=O)C2CC(=O)N(C3CCCCCCC3)C2)c1 (stereo not given)	i	i
Cc1ccc(C2C(C(=O)c3cccs3)=C(O)C(=O)N2c2nnc(C)s2)cc1 (stereo not given)	i	i
CC(C)OP(=O)(OC(C)C)C(Nc1cccc(C(=O)O)c1)c1ccccc1 (stereo not given)	i	i
CN(C)c1ccc(-c2nc3cc(N)ccc3o2)cc1	i	i
O=C(CSc1nnc(C2COc3ccccc3O2)o1)N1CCOCC1 (stereo not given)	i	i
O=C(Cc1ccc(Cl)cc1)Nc1ccncc1	i	i
CCc1cc(Cl)c(OC)c(C(=O)NC[C@@H]2CCCN2CC)c1O	i	i
COc1cc(/C=N/NC(=O)c2ccoc2C)ccc1OCCN1CCCCC1	i	i
COc1ccc(C(=O)Nc2ccc(O)c3c(=O)cc(-c4cccc(Cl)c4)oc23)cc1	i	i
c1ccc(CN2CCN(c3ncnc4nc[nH]c34)CC2)cc1	i	i
CCCN(CCC)S(=O)(=O)c1ccc(C(=O)NCc2ccco2)cc1	i	i
CCOC(=O)C1CCCN(Cc2ccc3c(c2)OCO3)C1 (stereo not given)	i	i
COC(C(=O)NNS(=O)(=O)c1ccc([N+](=O)[O-])cc1)c1ccccc1 (stereo not given)	i	i
Cc1ccc(S(=O)(=O)Nc2c(C)nc3nc[nH]n3c2=O)c(C)c1	i	i
COc1ccc(C(=O)NNC(=O)c2cc(C)[nH]n2)cc1	i	i
Fc1ccc(Nc2nc(Oc3ccc4c(c3)OCO4)nc(N3CCOCC3)n2)c(F)c1	i	i
COc1ccc(OC)c(C(=O)NC(CC(N)=O)c2ccc(NCCN3CCCCC3)c([N+](=O)[O-])c2)c1 (stereo not given)	i	i
CCC(Cc1ccccc1)NC(=O)C1CCC(CNc2c(N3CCCC3)c(=O)c2=O)CC1 (stereo not given)	i	i
O=C(CN1CCN(C(=O)C2CCCO2)CC1)Nc1cc(Cl)ccc1Cl (stereo not given)	i	i
CN(C)c1ccc(Nc2ccc([N+](=O)[O-])cn2)cc1	i	i
CC(=O)c1c(C)[nH]c(C2=NNC(=NCc3ccccc3)SC2)c1C	i	i
O=C(Nc1cccc(C(F)(F)F)c1)Nn1cnnc1	i	i
CN(C)C(=O)C(NC(=O)c1ccccc1)=C(Cl)Cl	i	i

Among those listed so far, these have sulfur.
SMILES	CHT block	CHT PAM
Cc1ccc(C2C(C(=O)c3cccs3)=C(O)C(=O)N2c2nnc(C)s2)cc1 (stereo not given)	i	i
O=C(CSc1nnc(C2COc3ccccc3O2)o1)N1CCOCC1 (stereo not given)	i	i
CCCN(CCC)S(=O)(=O)c1ccc(C(=O)NCc2ccco2)cc1	i	i
COC(C(=O)NNS(=O)(=O)c1ccc([N+](=O)[O-])cc1)c1ccccc1 (stereo not given)	i	i
Cc1ccc(S(=O)(=O)Nc2c(C)nc3nc[nH]n3c2=O)c(C)c1	i	i
CC(=O)c1c(C)[nH]c(C2=NNC(=NCc3ccccc3)SC2)c1C	i	i

Single records, from the list above:
`CCc1cc(Cl)c(OC)c(C(=O)NC[C@@H]2CCCN2CC)c1O` in the list: CHT block: i; CHT PAM: i
`CCC(Cc1ccccc1)NC(=O)C1CCC(CNc2c(N3CCCC3)c(=O)c2=O)CC1` (stereo not given) in the list: CHT block: i; CHT PAM: i

Returning to the listing, starting three compounds before the break.
SMILES	CHT block	CHT PAM
CC(=O)c1c(C)[nH]c(C2=NNC(=NCc3ccccc3)SC2)c1C	i	i
O=C(Nc1cccc(C(F)(F)F)c1)Nn1cnnc1	i	i
CN(C)C(=O)C(NC(=O)c1ccccc1)=C(Cl)Cl	i	i
CCOC(=O)c1ccccc1NC(=O)CSc1nc2ccncc2[nH]1	i	i
O=C(c1cc2ccccc2o1)N(Cc1ccco1)Cc1cccs1	i	i
CCN(CC(=O)NCc1ccc(F)cc1)S(=O)(=O)c1ccc(C)cc1	i	i
CCN(CC)c1ccc(NC(=O)COC(=O)/C=C/c2nc3ccccc3s2)cc1	i	i
Cc1cccc(C(=O)NCC(=O)NC(C)CCc2ccccc2)c1 (stereo not given)	i	i
CCCc1cc(=O)oc2c3c(cc(OCC(=O)NCCN4CCOCC4)c12)OC(C)(C)CC3	i	i
CC[n+]1c(/C=C/Nc2ccccc2)oc2ccc(OC)cc21	i	i
Cn1cc(Br)c(C(=O)NN2C(=O)C3C(C2=O)C2C=CC3C23CC3)n1 (stereo not given)	i	i
O=C(Cc1ccc(Br)cc1)NC1CCN(Cc2ccccc2)CC1	i	i
CSc1cccc(NC(=O)CCn2c(=O)c3cccn3c3cccnc32)c1	i	i
CCOc1ccccc1NC(=O)C1CCCN(S(=O)(=O)c2ccccc2)C1 (stereo not given)	i	i
CCOc1ccccc1-c1cc(C(=O)N/N=C/c2cccnc2)c2ccccc2n1	i	i
CCCCN(C)CCNC(=O)Cn1ncc2c(=O)oc3ccc(C)cc3c21	i	i
COc1cccc(CN(C)C(=O)c2ccc(NS(=O)(=O)c3ccc4[nH]c(=O)[nH]c4c3)cc2)c1OC	i	i
COc1ccc2c(=O)c(-c3ccccc3)c(C)oc2c1	i	i
O=C(CSc1nc2cc(Cl)ccc2s1)NC(=O)NCc1ccco1	i	i
O=C(NCc1cccs1)c1nc2c(nnn2Cc2ccccc2Cl)c(=O)[nH]1	i	i
CCOc1ccc(-c2c(C(=O)N/N=C(\C)c3ccco3)nnn2-c2nonc2N)cc1	i	i
Cc1cccc(NS(=O)(=O)c2cnc[nH]2)c1	i	i
CSC1=NCCN1C(=O)c1cccc(Br)c1	i	i
COC(=O)COC(=O)CC(CC(N)=O)c1ccccc1 (stereo not given)	i	i
C(#CC12CC3CC(CC(C3)C1)C2)CN1CCOCC1	i	i
CC1(C)CC(=O)C=C(Nc2ccc(OCC(F)(F)C(F)F)cc2)C1	i	i
O=C(Cn1c(Cc2ccccc2)nc2ccccc21)NCc1ccc2c(c1)OCO2	i	i
c1ccc(C2c3[nH]c4ccccc4c3CCN2Cc2cccn2-c2cccnc2)nc1 (stereo not given)	i	i

Next part:
SMILES	CHT block	CHT PAM
Cn1cnc([N+](=O)[O-])c1SCC(O)CN1CCCCC1 (stereo not given)	i	i
COc1ccc(NC(=O)c2cc3ccccc3o2)cc1OC	i	i
COc1ccc(/C=N/N(C)C2=NCCN2)c(OC)c1OC	i	6.97*
CC1=CC(C)C(C(=O)O)C(C(=O)Nc2cccnc2)C1 (stereo not given)	i	i
O=C(NCCN1CCOCC1)/C(=C\c1ccc(F)cc1)NC(=O)c1ccccc1	i	i
COc1cccc(OC)c1C(=O)Nc1ccc(CN2CCOCC2)cc1	i	i
Cc1ccccc1/C=C/c1nc2ccccc2c(=O)n1CCc1ccccc1	i	i
Cc1ccc(-n2cc(CN3CCN(c4ccccn4)CC3)c(-c3ccc(F)cc3)n2)cc1	i	i
O=C(COC(=O)COc1ccccc1)Nc1ccccc1OC(F)F	i	i
Cc1ccc(S(=O)(=O)CCC(=O)OCc2ccc(Cl)cc2)cc1	i	i
O=C(CC1NCCc2ccccc21)Nc1ccc(Cl)cc1 (stereo not given)	i	i
Cc1cc(Cl)ccc1N(CC(=O)NCCSCc1ccco1)S(C)(=O)=O	i	i
COC(=O)/C=C/C(=O)N1CCN(c2ccccc2C)CC1	i	i
COc1ccc(C(=O)Nc2ccc3c(c2)OCCO3)cc1Br	i	i
CCc1ccc(C(=O)CN(C#N)c2nc(C)cc(C)n2)cc1	i	i
COc1ccc(S(=O)(=O)N2CCOC23CCN(S(=O)(=O)c2cc(C)ccc2OC)CC3)cc1	i	i
CCNc1nc(NC(C)(C)C)nc(N2CCCC2)n1	i	i
O=C(O)c1ccc(COc2ccccc2Cl)cc1	i	i
Cc1ccn2c(NCc3ccc4c(c3)OCO4)c(-c3ccc(O)cc3)nc2c1	i	i
C[C@@H](C(=O)OCC(=O)Nc1cc(S(=O)(=O)N2CCOCC2)ccc1Cl)N1C(=O)C2CCCCC2C1=O (stereo not given in full)	i	i
CC(=O)Nc1ccc(S(=O)(=O)NNC(=O)c2cccc([N+](=O)[O-])c2)cc1	i	i
CCOC(=O)C1CCN(Cc2ccc(N(C)C)cc2)CC1	i	i
O=C(CSc1ccc(Cl)cc1)Nn1cnnc1	i	i
S=c1nc(-c2ccccc2)n(Cc2cccnc2)c2c1CCCC2	i	i
O=C(COC(=O)Cc1ccsc1)Nc1ccc(S(=O)(=O)N2CCOCC2)cc1	i	i

Continuation:
SMILES	CHT block	CHT PAM
C/C(=N/NC(=O)c1cc(C)[nH]n1)c1ccco1	i	i
CCCCNC(=O)COC(=O)c1ccc(Cl)c(S(=O)(=O)N2CCCC2)c1	i	i
O=C(c1ccc(OC2CCN(C/C=C/c3ccccc3)CC2)cc1)N1CCCCC1	i	i
O=C(CNc1ccccc1)N/N=C/c1cc([N+](=O)[O-])ccc1N1CCCC1	i	i
Cn1nc([N+](=O)[O-])c(C(C#N)c2ccccn2)c(Cl)c1=O (stereo not given)	i	i
O/N=C1\CCCc2ccc(Cl)cc21	i	i
Cc1ccc(NC(=O)NCc2ccncc2)cc1Cl	i	i
Cc1ccc(C)c(N2CCN(C(=O)c3ccc(N4CCCC4=O)cc3)CC2)c1	i	i
CCC(=O)Nc1ccc(NC(=O)CSc2nnnn2-c2ccc(OC)cc2)cc1	i	i
O=C(Cn1nnc(-c2cc(Cl)ccc2-n2cnnn2)n1)N1CCCc2ccccc21	i	i
CN(C)C(=O)c1cc(C(=O)c2c(F)cccc2F)c[nH]1	i	i
Cn1ncc(-c2ccno2)c1C(=O)O	i	i
COc1ccc(C(CNC(=O)c2ccc(-n3cnnn3)cc2)N2CCOCC2)cc1 (stereo not given)	i	i
Cn1c(SCC(=O)Nc2nc3ccccc3s2)nnc1-c1ccccc1	i	i
O=C(CN1CCN(C(=O)c2cccc(F)c2)CC1)NC1CCCCC1	i	i
O=C(CN1C(=O)C2CC=CCC2C1=O)Nc1ccc(S(=O)(=O)Nc2ncccn2)cc1 (stereo not given)	i	i
O=C1N/C(=N/O)S/C1=C\c1ccccc1-n1cccn1	i	i
CCOC(=O)C1=C(O)/C(=C/c2cc(C)n(-c3ccccc3)c2C)N=C1C	i	i
O=C(CSc1nnc(SCc2ccc(Cl)cc2)s1)N/N=C/c1ccccc1Cl	i	i
O=C(C(=O)N1CCN(c2ccccc2)CC1)c1c[nH]c2ccccc12	i	i
Cc1cccc(NC(=O)Cn2ccn(-c3ccc4c(c3)OCCO4)c(=O)c2=O)c1	i	i
NCCCNc1nc(N)c([N+](=O)[O-])c(NC2CCCCC2)n1	i	i
CCOC(=O)c1c(-c2ccc(C)o2)csc1NC(=O)COC(=O)c1cccs1	i	i
O=C(O)CCCn1cc(NC(=O)c2ccc(Br)o2)cn1	i	i
COc1cccc(COC(=O)c2ccc(S(=O)(=O)N3CCC(C)CC3)cc2)c1OC	i	i

The results go on:
SMILES	CHT block	CHT PAM
COc1ccc(C(OCC(O)CNCCc2ccccc2)c2ccc(OC)cc2)cc1 (stereo not given)	i	i
Cc1ccc(S(=O)(=O)NCC(=O)NCC(=O)OC(C(=O)NC(N)=O)C(C)C)cc1C (stereo not given)	i	i
Cc1cc(C)c2c(NC(N)=S)n[nH]c2n1	i	i
COCCn1nnnc1CN1CCN2CCCC2C1 (stereo not given)	i	i
Cc1ccc(OCC(=O)N/N=C2/SCC(=O)N2Cc2ccco2)cc1	i	i
Cc1c(Cl)cccc1NC(=O)CCN1C(=O)C2CC=CCC2C1=O (stereo not given)	i	i
Cc1ccc(C(=O)OCc2cn3ccccc3n2)cc1	i	i
COCCn1c(SCC(=O)Nc2ccc(S(N)(=O)=O)cc2)nc2ccccc21	i	i
O=C(NCCSc1ccccc1)c1cncc(Br)c1	i	i
CCOCCCN1CC(C(=O)NCCc2ccccc2)CC1=O (stereo not given)	i	i
CCO[C@H]1OC(C(=O)N2CCN(Cc3ccccc3)CC2)=C[C@@H](C)[C@@H]1CCCO	i	i
CCOC(=O)CCN(Cc1cccs1)S(=O)(=O)c1ccc(Cl)cc1	i	i
O=[N+]([O-])c1cc(S(=O)(=O)N2CCCC2)ccc1NCCCN1CCOCC1	i	i
COc1cc(C(=O)Nc2nc(C)c(Cc3ccc4c(c3)OCO4)s2)cc(OC)c1OC	i	i
O=c1[nH]c(NCCO)nc2c1C1(CCCC1)Cc1ccccc1-2	i	i
COc1ccc(CCNC(=O)C(CCC(N)=O)NS(=O)(=O)c2ccc(Cl)cc2)cc1OC (stereo not given)	i	i
COc1ccc(NC(=O)C2CC(=O)n3ncnc3N2)cc1 (stereo not given)	i	i
O=C(CCn1nc(-c2ccc(Cl)cc2)c2ccccc2c1=O)NCCN1CCOCC1	i	i
CC(=O)c1cnc2cc(-c3ccc(C)cc3)nn2c1C	i	i
Cc1ccccc1-n1c(=O)/c(=C\c2ccco2)s/c1=C(/C#N)C(=O)Nc1ccccc1	i	i
O=C(COc1ccc2ccc(=O)oc2c1)N1CCN(c2ccccc2)CC1	i	i
Cc1nc2ccc(Br)cc2c2c1CC(CO)O2 (stereo not given)	i	6.85*
COC(=O)c1cc(NC(=O)c2c(F)c(F)c(F)c(F)c2F)cc(C(=O)OC)c1	i	i
CC(=O)C12C3C4C(C5C1C3C5(Br)C41OCCO1)C21OCCO1 (stereo not given)	i	i
NC(=O)C1CCC(NC(=O)OCc2ccccc2)CC1 (stereo not given)	i	i
Cc1cc(N)c2ccccc2n1	i	8.05*
Cc1c(C(=O)O)oc2c1/C(=N\O)CC(C)(C)C2	i	i
CCOC(=O)c1c(C)oc2cc(Br)c(OC)cc12	i	i
CCCOc1cccc(C2/C(=C(/O)c3ccc(F)cc3)C(=O)C(=O)N2CCN(C)C)c1 (stereo not given)	i	i
CC(C)(C)c1ccc(S(=O)(=O)NCc2ccc(C(=O)N3CCCC3)cc2)cc1	i	i

Random excerpt: 3 records from the list.
SMILES	CHT block	CHT PAM
CCCOc1cccc(C2/C(=C(/O)c3ccc(F)cc3)C(=O)C(=O)N2CCN(C)C)c1 (stereo not given)	i	i
COc1ccc(C(OCC(O)CNCCc2ccccc2)c2ccc(OC)cc2)cc1 (stereo not given)	i	i
COCCn1nnnc1CN1CCN2CCCC2C1 (stereo not given)	i	i

Screens from PubChem.
